# Screening data as filed in PubChem.
# Nrf2 activator: activators of Nrf2 (ARE) signaling; AREc32 ARE-luciferase reporter (MCF7-derived line), luminescence, 24 h; Potency, µM (highest dose often 46.1 µM), without a hit: top-dose activation, hits mostly activators; hit rate 0.31% among 410,000; note: potency is the fitted concentration of half-maximal effect; % of control where 0% means no effect; nearly all actives have a fitted effect of over 65% in size
#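 ARE-driven firefly luciferase activity in AREc32 cells measured after a 24 hr compound exposure at 37 deg C, using Steady-Glo reagent and a 30 min room-temperature hold.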
# EPAC2 ag: activates human EPAC2 exchange factor; AID 720711; Q8WZA2; Potency, µM (titrated, usually from 154 µM), without a hit: at the highest dose activation, actives largely listed as activators; EPAC2 activation, biochemical qHTS; response scale: 100% = 6.5 mM cAMP response; hit rate 0.079% among 360,000; note: potency is the fitted concentration of half-maximal effect; nearly all actives have a fitted effect of over 50% in size
# Target sequence (Q8WZA2 whole entry, looked up): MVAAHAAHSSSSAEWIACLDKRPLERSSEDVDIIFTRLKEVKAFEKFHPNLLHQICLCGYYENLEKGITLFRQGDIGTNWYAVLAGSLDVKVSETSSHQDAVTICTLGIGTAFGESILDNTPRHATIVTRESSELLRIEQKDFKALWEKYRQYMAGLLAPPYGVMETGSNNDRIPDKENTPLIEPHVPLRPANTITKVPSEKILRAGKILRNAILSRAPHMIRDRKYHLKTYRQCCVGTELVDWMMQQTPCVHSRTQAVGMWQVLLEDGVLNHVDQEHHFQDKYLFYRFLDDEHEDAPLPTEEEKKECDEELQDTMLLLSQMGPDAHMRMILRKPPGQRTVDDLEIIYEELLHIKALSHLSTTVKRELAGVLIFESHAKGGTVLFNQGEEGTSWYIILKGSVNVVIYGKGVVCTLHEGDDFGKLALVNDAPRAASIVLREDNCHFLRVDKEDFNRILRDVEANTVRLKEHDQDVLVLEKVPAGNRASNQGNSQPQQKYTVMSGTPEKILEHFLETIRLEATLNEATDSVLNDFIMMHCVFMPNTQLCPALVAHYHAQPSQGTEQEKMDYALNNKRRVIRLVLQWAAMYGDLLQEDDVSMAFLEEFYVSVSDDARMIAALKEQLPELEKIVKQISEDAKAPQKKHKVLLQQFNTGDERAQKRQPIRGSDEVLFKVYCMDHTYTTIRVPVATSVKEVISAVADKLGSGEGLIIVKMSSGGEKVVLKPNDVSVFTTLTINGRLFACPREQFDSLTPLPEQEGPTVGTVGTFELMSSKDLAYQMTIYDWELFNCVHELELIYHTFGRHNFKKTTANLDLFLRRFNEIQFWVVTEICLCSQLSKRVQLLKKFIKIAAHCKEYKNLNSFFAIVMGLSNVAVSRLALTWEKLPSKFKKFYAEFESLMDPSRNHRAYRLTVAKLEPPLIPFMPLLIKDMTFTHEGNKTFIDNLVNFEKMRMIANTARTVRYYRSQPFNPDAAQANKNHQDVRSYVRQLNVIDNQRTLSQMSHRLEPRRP
#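 Each well held 100 nM EPAC2, 250 nM RAP1B-BODIPY-GDP and 50 uM GDP. Fluorescence, read at 5-min intervals to 30 min, was referenced to a 6.5 mM cAMP positive control.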
# Nrf2 inh: Nrf2 pathway inhibition | A549 ARE-Fluc reporter, luciferase luminescence, 18-24 h | Potency, µM (highest dose often 46 µM), inactives show at the top dose activity change, negative = inhibition, most hits filed as inhibitors | hit rate 2.1% among 360,000 | AID 504444; note: potency is the fitted concentration of half-maximal effect; % is set by controls: 0 for no effect and ±100 for the full control effect; nearly all actives have a fitted effect of over 60% in size
#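 Reporter: ARE-Fluc in A549. Exposure: 18-24 h, 37 °C, 5% CO2, 5% FBS OPTI-MEM. Readouts: fluorescent cytotoxicity (CellTiter-Fluor), then luminescent Nrf2 signal after BugLite.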
# TGFb SMAD3 inh: inhibitors of TGF-b signaling; HepG2 CAGA-GFP TGF-b/SMAD3 reporter, GFP fluorescence, 18 h; TGF-beta stimulated, 500 pg/mL final; Potency, µM (doses to about 46.1 µM), for the others: top-dose activity, negative = inhibition, usual class: inhibitors; hit rate 1.2% among 410,000; AID 588855; note: potency is the fitted concentration of half-maximal effect; % is set by controls: 0 for no effect and ±100 for the full control effect; nearly all actives have a fitted effect of over 65% in size
#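 First, reporter cells (HEPG2 CAGA-GFP) rested 2 h at 37 degrees C. Next, compounds were pinned in and TGF-beta added to 500 pg/mL final. After 18 h, GFP was imaged per cell and summed per well.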
# EPAC2 antag: antagonists of human EPAC2. Q8WZA2. EPAC2 GEF exchange of Rap1B-BODIPY-GDP, fluorescence. Potency, µM (top dose mostly 114 µM), inactives show at the top dose activity, negative = inhibition, usual class: inhibitors. hit rate 0.18% among 360,000. AID 720708; note: potency is the fitted concentration of half-maximal effect; % is set by controls: 0 for no effect and ±100 for the full control effect; nearly all actives have a fitted effect of over 45% in size; many of its hits are not listed in these tables
# pAkt inh: blocks phosphorylation of Akt. Neuro2A IGF-stimulated pAkt S473 HTRF, 20 min; active compounds read low. activity change, % for hits at 50 µM. hit rate 0.32% among 360,000; in the data active = activity change below about -80%; inconclusive = mostly about -51% to -80%; note: % is set by controls: 0 for no effect and ±100 for the full control effect
#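 Neuro2A cells in DMEM with 0.5% FBS, overnight at 37 deg C, given compound at single 50 µM final, then IGF (6 nM final) for 20 min at 37 deg C. Lysed; phospho-Akt Ser473 by HTRF after 24 h, 665/615 ratio.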
# MmCpn inh: blocks the Methanococcus maripaludis chaperonin Mm-Cpn; hit rate 0.031% among 330,000; purified Mm-Cpn ATPase, ADP Transcreener TR-FRET; Potency, µM (titrated, usually from 76.9 µM), for the others: at the highest dose activity, negative = inhibition, actives largely listed as inhibitors; note: potency is the fitted concentration of half-maximal effect; % is set by controls: 0 for no effect and ±100 for the full control effect; nearly all actives have a fitted effect of over 80% in size
#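 Reaction buffer contained 30 mM Tris pH 7.4, 100 mM KCl, 5 mM MgCl2 and 1 mM DTT. Mm-CPN (25 nM final) hydrolysed 10 uM ATP over 30 min at 37°C; ADP was read by HTRF.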
# A549 tox: kills or reduces viability of A549 cells in Nrf2 counter-screen; A549 ARE-Fluc cells, CellTiter-Fluor viability, 18-24 h; Potency, µM (series often up to 46 µM), for the others: at the highest dose activity change, negative = cytotoxicity, most hits filed as inhibitors; hit rate 0.16% among 390,000; note: potency is the fitted concentration of half-maximal effect; % is set by controls: 0 for no effect and ±100 for the full control effect
#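 A549 ARE_Fluc cells in 5% FBS OPTI-MEM were exposed to compounds in concentration-response for 18-24 h at 37 deg C. Viability was read by CellTiter-Fluor fluorescence (Ex 405/Em 525) after 30 min, before the luciferase read.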
# CCT modulator: changes cytosolic chaperonin activity; hit rate 0.3% among 360,000; purified chaperonin ATPase assay, HTRF ADP detection, 30 min; activity change, % (concentration not given with the values), hits read low; in the data active = activity change below about -30%; note: % is set by controls: 0 for no effect and ±100 for the full control effect
#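 Enzyme 40 or 20 nM (batch-dependent) in Tris pH 7.4/KCl/MgCl2/DTT; cpd 76 uM single point; ATP 10 uM; 30 min 37 °C; Transcreener ADP HTRF detection, 30 min RT; ratio 665/615.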
# Numbers without * were called inactive; i = inactive; ? = inconclusive; . = no result given; [ ] = dose if it differs, or a comment. Unless noted, calls come from the whole dose curve; as a rule, active = well fitted curve in the direction sought with a large enough effect; inconclusive = small, poorly fitted or top-dose-only effect, or another doubt; inactive = no such curve, though single readings can be large; an effect the other way counts as inactive or inconclusive. A portion of the library, so the mix of outcomes need not match the whole.
1. COc1cc(Cl)cc(NC(=O)CCN2CCN(C)CC2)c1
2. CCCCn1c(SCC(=O)Nc2ccc(C)c(S(=O)(=O)N3CCOCC3)c2)nnc1C(CC)N(C)C (stereo not drawn)
3. CCC(CC)=NNc1ccc([N+](=O)[O-])cc1[N+](=O)[O-]
4. C/C(=N\OC(=O)c1ccccc1)c1c(C)nc2cc(C)ccn12
5. COc1ccc(OC)c(S(=O)(=O)N2CCC(C(=O)Nc3cccc(C)c3)CC2)c1
6. COC(=O)c1cc(NC(=O)CN(C)Cc2ccccc2)cc(C(=O)OC)c1
7. O=C(Nc1nnc(C(F)(F)F)s1)c1ccc(N2C(=O)C3C4C=CC(C4)C3C2=O)cc1 (stereo not drawn)
8. COc1ccc(OC)c(C(=O)c2c(C)oc3cc([N+](=O)[O-])c(O)c([N+](=O)[O-])c23)c1
9. CCc1ccc(NC(=O)C(Cc2ccccc2)NS(=O)(=O)c2ccc3c(c2)c(=O)n(C)c(=O)n3C)cc1 (stereo not drawn)
10. CCN(CC(=O)NC1CCS(=O)(=O)C1)S(=O)(=O)c1ccc(Br)cc1 (stereo not drawn)

screen / no.	1	2	3	4	5	6	7	8	9	10
Nrf2 activator	0.2%	-0.3%	1.2%	-0.7%	0.1%	-0.7%	-1.0%	-0.1%	0.1%	-0.2%
EPAC2 ag	4%	13%	6%	5%	11%	16%	2%	2%	.	4%
Nrf2 inh	-6%	-2%	-15%	5%	?	15%	12%	-25%	-19%	0%
TGFb SMAD3 inh	?	1%	-3%	17%	-2%	6%	0%	1%	-55%	15%
EPAC2 antag	3%	-6%	-2%	1%	0%	2%	4%	?	.	9%
pAkt inh	i	i	i	i	i	i	i	i	.	i
MmCpn inh	-3%	-3%	1%	0%	2%	3%	-6%	-1%	.	1%
A549 tox	2%	1%	0%	6%	-12%	2%	-8%	?	?	3%
CCT modulator	-5.9	-2.3	-0.5	-0.9	-4.9	-3.9	-2.6	-1.4	.	-0.6

# One compound at a time, from the list above.
# CCc1ccc(NC(=O)C(Cc2ccccc2)NS(=O)(=O)c2ccc3c(c2)c(=O)n(C)c(=O)n3C)cc1 (stereo not drawn) as listed: Nrf2 activator: 0.1%; EPAC2 ag: .; Nrf2 inh: -19%; TGFb SMAD3 inh: -55%; EPAC2 antag: .; pAkt inh: .; MmCpn inh: .; A549 tox: ?; CCT modulator: .
# COc1ccc(OC)c(S(=O)(=O)N2CCC(C(=O)Nc3cccc(C)c3)CC2)c1 as listed: Nrf2 activator: 0.1%; EPAC2 ag: 11%; Nrf2 inh: ?; TGFb SMAD3 inh: -2%; EPAC2 antag: 0%; pAkt inh: i; MmCpn inh: 2%; A549 tox: -12%; CCT modulator: -4.9
# CCCCn1c(SCC(=O)Nc2ccc(C)c(S(=O)(=O)N3CCOCC3)c2)nnc1C(CC)N(C)C (stereo not drawn) as listed: Nrf2 activator: -0.3%; EPAC2 ag: 13%; Nrf2 inh: -2%; TGFb SMAD3 inh: 1%; EPAC2 antag: -6%; pAkt inh: i; MmCpn inh: -3%; A549 tox: 1%; CCT modulator: -2.3

# (list continues)
11. CCCN(Cc1cc2cccc(C)c2[nH]c1=O)S(C)(=O)=O
12. CCN(CC)Cc1c(C(=O)N/N=C/c2cccc3ccccc23)nnn1-c1nonc1N
13. Nc1cnccc1C(=O)O
14. O=C(Nc1cccc2ccccc12)NC1CCCCC1O (stereo not drawn)
15. COc1cc(OC)cc(C(C)=O)c1
16. Cc1ccc2c(CC(=O)N3CCOCC3)coc2c1
17. COc1ccc(-n2c(=O)c3ccccc3n(CC(=O)c3ccccc3)c2=O)cc1OC
18. COC(=O)[C@@]12CCCN1[C@H](c1ccc(-c3ccc(C(C)=O)cc3)c(OC)c1)[C@H]1C(=O)N(C)C(=O)[C@H]12
19. Cn1ccnc1SCC(=O)Nc1cccc(S(=O)(=O)N2CCCCC2)c1
20. CCCc1nnc(NC(=O)CCC(=O)N2CCC(C)CC2)s1

screen / no.	11	12	13	14	15	16	17	18	19	20
Nrf2 activator	2.9%	0.0%	-0.2%	22%	-0.2%	-0.3%	-0.6%	2.2%	-0.5%	0.2%
EPAC2 ag	10%	22%	14%	-3%	-2%	11%	6%	-1%	16%	-4%
Nrf2 inh	8%	-14%	-14%	12%	-4%	3%	1%	-13%	13%	16%
TGFb SMAD3 inh	25%	-14%	37%[activator]	-3%	26%	8%	?	28%	-1%	14%
EPAC2 antag	-6%	-13%	50%[activator]	-2%	8%	-1%[57.1 µM]	-9%	-10%	9%	-7%
pAkt inh	i	i	i	i	i	i	i	i	i	i
MmCpn inh	3%	1%	-2%	2%	-3%[15.4 µM]	-1%	0%	-4%	1%	-2%
A549 tox	-6%	7%	-8%	-5%	-8%	16%	-3%	-6%	-2%	-4%
CCT modulator	-2.6	-0.1	0.2	-0.2	-1.9	-0.4	-1.3	-0.2	0.1	0.0

21. Cc1csc(NC(=O)c2cc3c(s2)-c2ccccc2OC3)n1
22. CCOC(=O)CSc1nnc([C@H](Cc2ccccc2)NC(=O)OC(C)(C)C)o1
23. CC1=C(C(N)=O)C(c2ccc3c(c2)OCO3)n2nc(-c3cccc(C)c3)nc2N1 (stereo not drawn)
24. CC1CCC(C(C)C)C(OC(=O)Cn2c(-c3ccc(F)cc3)[n+](C)c3ccccc32)C1 (stereo not drawn)
25. CC(C(=O)c1ccccc1)n1c(N2CCOCC2)nc2c1c(=O)n(C)c(=O)n2C (stereo not drawn)
26. COc1cc(NS(=O)(=O)c2ccc(NC(=O)c3ccc(S(=O)(=O)N4CCCCC4)cc3)cc2)ncn1
27. CCOC(=O)[C@@H]1[C@H]2COc3ccccc3[C@@H]2N2C(=O)N(c3ccc(F)cc3)C(=O)[C@]12C
28. COc1ccccc1NC(=O)NNC(=O)c1ccc2ccccc2c1O
29. CCCn1cnc2cc(NCc3ccccc3O)ccc21
30. CCOC(=O)c1c(C)[nH]c(C)c1S(=O)(=O)NCC(=O)Nc1ccc(CC)cc1

screen / no.	21	22	23	24	25	26	27	28	29	30
Nrf2 activator	-0.1%	1.8%	8.6%	1.0%	2.2%	-0.1%	-0.9%	0.5%	5.1%	-0.7%
EPAC2 ag	6%	-6%	4%	9%	-5%	7%	15%	5%	5%	.
Nrf2 inh	?	12%	10%	8.2µM*	.	-4%	1%	3%	2%	?
TGFb SMAD3 inh	?	-1%	5%	8.9µM*	20%	0%	1%	0%	1%	?
EPAC2 antag	-2%	6%	5%	-2%	-1%	2%	8%	0%	0%	.
pAkt inh	i	i	i	i	i	i	i	i	i	.
MmCpn inh	-1%	1%	-3%	1%	0%	1%	.	0%	0%	.
A549 tox	-10%	0%	5%	?	6%	1%	-2%	2%	-4%	0%
CCT modulator	-0.1	-0.1	-1.3	-3.9	0.4	-1.8	-0.9	-2.0	-5.1	.

31. Cn1cc(CNC(=O)c2cc(-c3ccc(Br)cc3)nc3ccccc23)cn1
32. CCOc1ccc(/C=C/C(=O)NC2CCCCC2)cc1
33. C/C(=C\c1ccc(Cl)cc1)C(=O)c1c(C)cc(C)[nH]c1=O
34. C=CCn1c(COc2ccccc2)nnc1SC(C)C(=O)N/N=C/c1cc(Cl)ccc1O (stereo not drawn)
35. O=C(c1ccc(CS(=O)c2cccc(Cl)c2)o1)N1CCCCCC1 (stereo not drawn)
36. Cc1cc(C)n(CCCNC(=O)c2ccc(C)o2)n1
37. CN(Cc1ccccc1Br)C(=O)CSc1nnnn1C1CC1
38. CCOC(=O)/C=c1/s/c(=C\c2c(OC)ccc3ccccc23)c(=O)n1CC(=O)NCC1CCCO1 (stereo not drawn)
39. CCN(CC)S(=O)(=O)c1ccc(C(=O)Nc2ccc3c(c2)OCCO3)cc1
40. CCOC(=O)c1cc(-c2csc(COc3ccccc3Cl)n2)on1

screen / no.	31	32	33	34	35	36	37	38	39	40
Nrf2 activator	-0.6%	-0.8%	9.3%	4.4%	0.1%	-0.1%	-0.2%	0.1%	0.8%	13%
EPAC2 ag	-9%	5%	6%	1%	-1%	3%	9%	-2%	9%	-7%
Nrf2 inh	9%	19%	?	15%	-29%	1%	9%	2%	.	3%
TGFb SMAD3 inh	-5%	-25%	-13%	-1%	-22%	11%	-17%	16%	39%	-19%
EPAC2 antag	12%	-3%	2%	-13%	-3%	10%	-2%	-12%	6%	2%
pAkt inh	i	i	i	i	i	i	i	i	i	i
MmCpn inh	?	1%	-2%	0%	0%	1%	2%	.	-4%	0%
A549 tox	0%	0%	-11%	-1%	-9%	9%	2%	?	5%	0%
CCT modulator	-0.7	-2.5	-3.1	-1.5	-2.5	1.6	0.5	0.7	-13	0.7

41. CCCCOc1ccc(S(N)(=O)=O)cc1
42. CCc1cccc2c(-c3ccc(F)cc3)nc(SCC(=O)Nc3ccccc3)nc12
43. CC(C)C(=O)Nc1ccc(NC(=O)CCc2ccccc2)cn1
44. CC1CC(C)CN(CCCNC(=O)CCNC(=O)Cn2cnc3ccccc3c2=O)C1 (stereo not drawn)
45. CCn1c(N2CCN(S(=O)(=O)c3ccc(OC)cc3)CC2)nc2ccccc21

screen / no.	41	42	43	44	45
Nrf2 activator	-0.5%	0.5%	0.4%	-0.9%	0.1%[9.22 µM]
EPAC2 ag	6%	.	2%	0%	8%
Nrf2 inh	8%	19%	-2%	3%	21µM*
TGFb SMAD3 inh	4%	-7%	-11%	-9%	?
EPAC2 antag	-5%	.	3%	-5%	-12%
pAkt inh	i	.	i	i	i
MmCpn inh	-1%	.	-2%	0%	1%
A549 tox	1%	9%	2%	-16%	-17%
CCT modulator	-2.8	.	0.8	0.0	-0.1

# As entered above.
# Reading of compound 44 under A549 tox: -16%
# Reading of compound 45 under Nrf2 inh: 21µM*
# Reading of compound 43 under MmCpn inh: -2%
# Reading of compound 42 under TGFb SMAD3 inh: -7%
# Reading of compound 41 under Nrf2 activator: -0.5%
